Pol iota inh: blocks human DNA polymerase iota activity; 1% of 390,000 active; Q9UNA4; Pol iota fluorescent replication assay, 10 min; Potency, µM (top dose mostly 115 µM), for inactives: at the highest dose activity, negative = inhibition, most hits filed as inhibitors; also: potency is read from the fitted curve at half-maximal effect
Target sequence (Q9UNA4 whole entry, looked up): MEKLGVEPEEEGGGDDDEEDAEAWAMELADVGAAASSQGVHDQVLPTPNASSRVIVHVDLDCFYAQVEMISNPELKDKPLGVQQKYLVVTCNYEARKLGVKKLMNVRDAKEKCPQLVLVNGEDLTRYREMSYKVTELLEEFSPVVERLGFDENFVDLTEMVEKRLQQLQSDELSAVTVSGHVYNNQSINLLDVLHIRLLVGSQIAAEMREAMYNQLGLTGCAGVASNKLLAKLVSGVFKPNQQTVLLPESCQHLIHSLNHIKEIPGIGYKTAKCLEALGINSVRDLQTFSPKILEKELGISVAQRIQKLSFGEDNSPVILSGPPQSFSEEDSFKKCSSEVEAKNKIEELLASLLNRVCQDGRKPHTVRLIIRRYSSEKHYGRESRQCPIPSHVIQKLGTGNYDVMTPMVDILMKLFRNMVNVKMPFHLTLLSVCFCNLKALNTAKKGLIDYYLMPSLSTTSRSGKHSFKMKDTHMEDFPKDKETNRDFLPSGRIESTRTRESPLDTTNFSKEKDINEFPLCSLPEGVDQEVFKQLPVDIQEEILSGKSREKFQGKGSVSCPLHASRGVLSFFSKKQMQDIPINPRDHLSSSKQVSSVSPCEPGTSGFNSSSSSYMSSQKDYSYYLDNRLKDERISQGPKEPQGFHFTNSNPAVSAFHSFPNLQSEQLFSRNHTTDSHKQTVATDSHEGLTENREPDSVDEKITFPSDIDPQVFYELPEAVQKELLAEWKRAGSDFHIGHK
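Fluorescent replication assay read twice, at 0 min and 10 min after adding 50 nM (final) substrate. Enzyme (10 nM) and compounds were first incubated 15 min at room temperature; enzyme-free buffer wells were negative controls.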
Pol eta inh: inhibitors of human DNA polymerase eta. Q9Y253. recombinant Pol eta, fluorescent DNA replication assay. Potency, µM (highest dose often 114 µM), inactives show at the top dose activity change, negative = inhibition, actives largely listed as inhibitors. 1.2% of 390,000 active; also: potency is read from the fitted curve at half-maximal effect; % is scaled to controls: 0 for no effect and ±100 for the full control effect
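Pol eta (10 nM) was preincubated with compounds for 15 min at room temperature, after which fluorescent replication substrate (50 nM final) was added to start the reaction. Fluorescence was read kinetically at 0 and 10 min.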
Apoferritin bind: binds horse apoferritin like a general anesthetic; apoferritin/1-aminoanthracene competitive binding, fluorescence; 0.074% of 350,000 active; Potency, µM (top dose mostly 77.5 µM), inactives show at the top dose activity change, negative = displacement, hits mostly inhibitors; P02791; also: potency is read from the fitted curve at half-maximal effect; % is scaled to controls: 0 for no effect and ±100 for the full control effect; nearly all actives have a fitted effect of over 20% in size
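Read-out: endpoint 1-AMA fluorescence, excitation 380 nm and emission 535 nm, after compounds sit 10 min at room temperature with 10 uM horse-spleen apoferritin in 50% saturated 1-AMA/PBS. Values come from four-parameter Hill fits.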
LDHA inh: blocks human lactate dehydrogenase A. activity change, % (values are at about 110 or 230 µM). purified LDHA, NADH/diaphorase-resazurin fluorescence; stronger effect = lower value. P00338. 0.15% of 480,000 active; in the data active = activity change below about -30%; inconclusive = mostly about -25% to -30%;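 also: plate controls were DMSO wells for no effect and wells without enzyme for full effect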
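Human LDH5 (2 nM) was incubated with 0.06 mM NADH and 0.2 mM pyruvate for 5 min at room temperature in Tris pH 7.4. Remaining NADH was coupled through diaphorase/resazurin, and resorufin fluorescence was read at 0 and 20 min.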
Pol kappa inh: inhibitors of human DNA polymerase kappa; Q9UBT6; purified Pol kappa, fluorescent DNA synthesis assay, 10 min; Potency, µM (doses to about 107 µM), inactives show at the highest dose activity, negative = inhibition, most hits filed as inhibitors; 0.53% of 400,000 active; also: potency is read from the fitted curve at half-maximal effect; % is scaled to controls: 0 for no effect and ±100 for the full control effect
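Fluorescent qHTS in 1536-well format: enzyme (10 nM) and compound sat 15 min at room temperature before 50 nM substrate (final) was added. Signal taken at 0 and 10 min; no-enzyme buffer wells were negative controls.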
APEX1 inh: blocks human APE1 abasic DNA cleavage. recombinant APE1, TAMRA/BHQ-2 abasic DNA cleavage fluorescence. Potency, µM (top dose mostly 65.8 µM), for inactives: at the highest dose activity change, negative = inhibition, actives largely listed as inhibitors. 0.35% of 350,000 active. AID 2517;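 also: potency is read from the fitted curve at half-maximal effect; plate controls were vehicle for no effect and reference inhibitor for full effect; nearly all actives have a fitted effect of over 55% in size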
Target sequence (P27695 whole entry, looked up): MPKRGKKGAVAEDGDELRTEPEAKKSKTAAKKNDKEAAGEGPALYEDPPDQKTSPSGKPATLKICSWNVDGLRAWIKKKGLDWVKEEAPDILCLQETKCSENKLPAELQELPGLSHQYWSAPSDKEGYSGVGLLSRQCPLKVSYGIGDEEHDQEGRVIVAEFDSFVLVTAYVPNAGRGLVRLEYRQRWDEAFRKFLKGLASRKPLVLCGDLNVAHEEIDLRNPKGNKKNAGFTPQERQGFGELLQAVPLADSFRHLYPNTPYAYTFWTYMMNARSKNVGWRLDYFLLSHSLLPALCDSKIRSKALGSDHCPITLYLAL
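Substrate: short duplex with […] THF abasic site, 5'-TAMRA and 3'-BHQ-2, 50 nM final. APE1 at 0.75 nM, preincubated 15 min RT with compound. Fluorescence increase from first to third read measured activity.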
BLM helicase inh: Bloom syndrome helicase (human) inhibition; P54132; recombinant BLM DNA unwinding, fluorescence dequenching; Potency, µM (titrated, usually from 56.1 µM), inactives show at the top dose activity change, negative = inhibition, usual class: inhibitors; 0.2% of 350,000 active; AID 2528;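 also: potency is read from the fitted curve at half-maximal effect; plate controls were vehicle for no effect and no enzyme for full effect; nearly all actives have a fitted effect of over 35% in size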
POLB inh: inhibitors of human DNA polymerase beta | P06746 | Pol beta primer extension/strand displacement, fluorescence kinetic | Potency, µM (titrated, usually from 114 µM), for inactives: at the highest dose activity change, negative = inhibition, usual class: inhibitors | 1.3% of 340,000 active; also: potency is read from the fitted curve at half-maximal effect; % is scaled to controls: 0 for no effect and ±100 for the full control effect
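Kinetic readout of DNA synthesis with strand displacement by Pol beta. Compound and 10 nM enzyme sit 15 min at room temperature; 50 nM substrate starts the reaction, read immediately and at 10 min.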
GRP78 ERSR act: induces the endoplasmic reticulum stress response in human glioma cells; AID 602332; Potency, µM, for the others: at the top dose activation, most hits filed as activators; U87-MG GRP78 promoter luciferase reporter, 16 h; 0.02% of 420,000 active; also: potency is read from the fitted curve at half-maximal effect; series mostly up to about 76 µM; % of control where 0% means no effect; nearly all actives have a fitted effect of over 35% in size
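Stably transfected U87-MG glioma cells carrying a GRP78-based luciferase sensor; 16 h compound incubation. Luminescence end-point read 10 min after Bright-Glo addition at room temperature.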
An asterisk follows results filed as active; ? = inconclusive; / = not tested or not shown; [ ] = remark or other dose. Unless noted, calls follow the shape of the dose curve; as a rule, active = well fitted curve in the direction sought with a large enough effect; inconclusive = small, poorly fitted or top-dose-only effect, or another doubt; inactive = no such curve, though single readings can be large; an effect the other way counts as inactive or inconclusive. An excerpt; the hit share may differ from the screen's.

SMILES | Pol iota inh | Pol eta inh | Apoferritin bind | LDHA inh | Pol kappa inh | APEX1 inh | BLM helicase inh | POLB inh | GRP78 ERSR act
CCCCOC(=O)C1Cc2ccccc2C(=O)O1 (stereo unspecified) | 6% | -3% | -19% | -2 | 4% | 0% | -4% | 8% | -2%
O=C(CN1C2=NCCCN2c2ccccc21)c1ccc([N+](=O)[O-])cc1 | 33%[activator] | -21% | -15% | -15 | 0%[60.1 µM] | -2% | 0% | 28% | -6%
CC(=C/C(=O)O)/C=C/c1ccc([N+](=O)[O-])cc1 | 55%[activator] | -14% | 4% | -6 | -10% | 3% | -1% | 9%[57.1 µM] | -2%
O=C(COC(=O)COc1cccc(Br)c1)Nc1ccc(F)cc1F | 2% | -16% | / | -4 | -5% | -13% | / | / | -1%
CCSc1nnc(NC(NC(C)=O)(C(F)(F)F)C(F)(F)F)s1 | 1% | -10% | -3% | -7 | -15% | 10% | 1% | 10% | -2%
COc1ccccc1NC(=O)CC(NC1CCCCC1)C(=O)O (stereo unspecified) | 12% | -16% | -2% | -7 | 0% | 5% | -2% | 0% | -1%
Cc1sc(NC(=O)c2ccco2)c(C(c2cccnc2)N2CCN(C)CC2)c1C (stereo unspecified) | 4% | -1% | -9% | -17 | -6% | -7% | -1% | 8% | 0%
O=C(Nc1cccc(Cl)c1)N(CCN1CCOCC1)Cc1ccccc1F | 3% | 8% | -19% | 0 | -20% | 14% | -10% | 5% | 4%
COc1ccccc1OC(C)C(=O)N1CCc2ccccc21 (stereo unspecified) | 31%[activator] | -5% | / | -8 | -3% | 14% | / | / | -3%
COc1ccc(NC(=O)CSc2nnc(-c3ccccc3C)n2N)cc1OC | 10% | -15% | -8% | -3 | -13% | -3% | -3% | -1% | -3%
CCOC(=O)c1csc(-c2ccc(OC)c(OC)c2)n1 | 13% | -1% | -5% | 1 | 2% | -1% | 0% | -2% | 1%
CS(=O)(=O)N1CCN(c2ccc(NC(=O)c3ccc(-c4ccc(Cl)cc4)o3)cc2)CC1 | 11% | 3% | -14% | -8 | -23% | 2% | -4% | 2% | 1%
CCS(=O)(=O)C(C)(CCl)C(=O)Nc1ccc(C(=O)OC)cc1 (stereo unspecified) | -12%[58.9 µM] | -5% | -4% | -1 | 2% | 2% | -3% | 0% | -4%
CN(Cc1nccs1)C(=O)c1cc(COc2cccc3cnccc23)on1 | 98%[activator] | -12% | ? | 1 | -6% | 40%[activator] | 0% | 87% | -2%
COc1ccc(NS(=O)(=O)c2ccc(N3CCCCC3)c(NC(=O)C(C)NC(N)=O)c2)cc1 (stereo unspecified) | 27% | -26% | / | -1 | -16% | 15% | / | / | -3%

Sorted by molar mass (smallest number first): some entries from above
SMILES | Pol iota inh | Pol eta inh | Apoferritin bind | LDHA inh | Pol kappa inh | APEX1 inh | BLM helicase inh | POLB inh | GRP78 ERSR act
CC(=C/C(=O)O)/C=C/c1ccc([N+](=O)[O-])cc1 | 55%[activator] | -14% | 4% | -6 | -10% | 3% | -1% | 9%[57.1 µM] | -2%
CCCCOC(=O)C1Cc2ccccc2C(=O)O1 (stereo unspecified) | 6% | -3% | -19% | -2 | 4% | 0% | -4% | 8% | -2%
CCOC(=O)c1csc(-c2ccc(OC)c(OC)c2)n1 | 13% | -1% | -5% | 1 | 2% | -1% | 0% | -2% | 1%
COc1ccccc1OC(C)C(=O)N1CCc2ccccc21 (stereo unspecified) | 31%[activator] | -5% | / | -8 | -3% | 14% | / | / | -3%
O=C(CN1C2=NCCCN2c2ccccc21)c1ccc([N+](=O)[O-])cc1 | 33%[activator] | -21% | -15% | -15 | 0%[60.1 µM] | -2% | 0% | 28% | -6%
CCS(=O)(=O)C(C)(CCl)C(=O)Nc1ccc(C(=O)OC)cc1 (stereo unspecified) | -12%[58.9 µM] | -5% | -4% | -1 | 2% | 2% | -3% | 0% | -4%
O=C(COC(=O)COc1cccc(Br)c1)Nc1ccc(F)cc1F | 2% | -16% | / | -4 | -5% | -13% | / | / | -1%
Cc1sc(NC(=O)c2ccco2)c(C(c2cccnc2)N2CCN(C)CC2)c1C (stereo unspecified) | 4% | -1% | -9% | -17 | -6% | -7% | -1% | 8% | 0%

Later entries.
SMILES | Pol iota inh | Pol eta inh | Apoferritin bind | LDHA inh | Pol kappa inh | APEX1 inh | BLM helicase inh | POLB inh | GRP78 ERSR act
CN(CC(=O)Nc1ccccc1Sc1ccccc1)C1CCCCC1 | -23% | -5% | -13% | 0 | -5% | -3% | -5% | -15% | -4%
CCC(=O)Nc1ccc(NC(=O)/C=C/c2ccc(Cl)cc2)cc1 | 22% | -8% | 0% | -7 | -7% | 20% | 2% | -3%[57.1 µM] | -5%
CC(C)(C)c1ccc(-n2nc(C#N)c(Cl)cc2=O)cc1 | ? | ? | ? | -5 | -8% | -11% | -25% | -27% | -15%
O=C(NCc1cccs1)C1CCC(CNS(=O)(=O)c2cccs2)CC1 (stereo unspecified) | 13% | -13% | -2% | -4 | -5% | -4% | -1% | -10% | -5%
CCOc1ccccc1NC(=O)CSc1nnc(-c2ccncc2)o1 | -20% | -1% | / | -3 | -3% | 2% | / | / | -5%
COc1ccc(/C=C2\SC(=N)N(c3ccc(F)cc3)C2=O)cc1 | 128%[activator] | -21% | -5% | -3 | 2% | -3% | 1% | -27% | -5%
N#Cc1c(-n2ncnc2-c2ccccc2Cl)sc2c1CCCCC2 | -19% | -10% | -14% | -4 | -20% | / | -6% | -24% | -2%
O=C(CCCn1c(=O)[nH]c2ccccc2c1=O)NC1CCCCCC1 | -1% | 6% | -19% | -1 | -8% | 3% | 0% | -1% | -2%
COc1ccc(-c2ccc(C3C(C#N)=C(N)Oc4n[nH]c(C)c43)o2)cc1 (stereo unspecified) | ? | -4% | ? | -2 | -7% | -10% | -10% | ? | -1%
O=C(Nc1nnc(C23CC4CC(CC(C4)C2)C3)s1)c1ccco1 | -1% | -4% | 0% | -13 | 8% | 2% | -2% | -15% | -2%
Cc1ccc(CN(Cc2cccn2-c2nnc(N3CCCC3=O)s2)C(=O)Nc2cc(C)cc(C)c2)cc1 | 5% | -14% | -13% | -6 | 3% | / | -6% | 1% | -2%
Nc1nonc1-n1nnc(C(=O)N/N=C/c2c(Cl)cccc2Cl)c1CN1CCOCC1 | -14% | -12% | -14% | -2 | 3% | -5% | 0% | 55% | -2%
COc1ccc(OC)c(CCNC(=O)c2c(C)oc3ncn(C)c(=O)c23)c1 | ? | -3% | -8% | -1 | -27% | / | 2% | 24% | 0%
CC(C)(C)OC(=O)N(CCc1ccccc1)Cc1ccccc1OCc1ccc(NC(=O)C2CCC2)cc1 | 3% | -19% | / | -2 | -4% | / | / | / | 0%
O=C(CSc1nnc(CNc2ccc(F)cc2)n1CC1CCCO1)Nc1ccccc1 (stereo unspecified) | 12% | -2% | -1% | -1 | -3% | 3% | -1% | -18% | 0%
COc1cccc(C(=O)NCc2ccc(N3CCN(C(=O)OC(C)(C)C)CC3)cc2)c1 | 15% | -3% | -14% | 2 | -11% | -1% | -1% | -1% | 1%
N#Cc1ccc(-c2ccco2)nc1SCC(=O)c1ccc(Cl)cc1 | ? | -6% | -7% | -4 | -12% | ? | -20% | ? | 14%
COc1ccccc1-c1nc(C#N)c(N2CCN(C(c3ccccc3)c3ccccc3)CC2)o1 | -2% | -3% | -12% | -8 | -3% | ? | -3% | 12% | 6%
O=C(Nc1ccc(C(=O)N2CCOCC2)cc1)c1ccccc1[N+](=O)[O-] | 9% | -5% | -3% | -9 | -18% | 3% | -1% | 10% | -2%
CN(C)CCN(Cc1ccccc1)c1nccc(N(C)C)c1C#N | 28% | -1% | -22% | -11 | -5% | 2% | -3% | -10% | -5%
CC(=O)N/C(=C/c1ccc(OS(=O)(=O)c2ccc(C)cc2)cc1)C(=O)NCCCO | 11% | -2% | -1% | 2 | -1% | 13% | -5% | 35% | 0%
O=C1Cc2ccccc2Sc2cc(OCCCN3CCCCC3)ccc21 | 22% | -15% | -3% | 8 | -19% | ? | 41%[activator] | 1% | -4%
Cc1ccccc1Nc1cc(C(=O)NCC2CCCO2)c2ccccc2n1 (stereo unspecified) | 1% | -32% | -4% | -3 | 8% | 0% | -3% | -2% | 7%
CCc1c(N)nc(N)nc1Nc1ccccc1C | 10% | -15% | / | 3 | -1% | / | / | / | -1%
Cc1ccccc1OCCC(=O)OCC(=O)Nc1cc(S(=O)(=O)N2CCOCC2)ccc1Cl | -11% | -19% | -11% | 1 | 4% | -5% | -3% | 50%[activator] | -3%
CCn1nc(NS(=O)(=O)c2ccccc2)c2cc3ccccc3nc21 | 25% | -14% | -8% | -7 | 12% | 30% | 1% | 12% | 4%
COc1ccccc1/C=C/C(=O)Nc1cccc(S(=O)(=O)NC2=NCCCCC2)c1 | 39%[activator] | -20% | -12% | -2 | -2% | 18% | -3% | 22% | 1%
O=C(C1CCN(S(=O)(=O)c2ccccc2)CC1)N1CCC1 | 25% | -9% | / | 0 | 5% | 7% | / | / | -2%
COc1ccc(CCNC(=O)CCCCn2c(=O)c3ccccc3n(Cc3ccccc3Cl)c2=O)cc1OC | -2% | -6% | 1% | -4 | -9% | / | -6% | -1% | 1%
COC(=O)CC1C(C)(C)C(OC(C)=O)[C@@]2(O)C=C3C4CC(=O)OC(c5ccoc5)[C@]4(C)CCC3[C@@]1(C)C2=O (stereo partly specified) | / | / | -11% | / | 3%[60.1 µM] | 2% | 3% | / | -5%

Screens: PubChem, National Center for Advancing Translational Sciences (NCATS)
